Shiga inhibitor = Shiga toxin inhibition. Vero cells, Shiga toxin protein synthesis inhibition reporter. inhibition, % at 38.7 µM. hit rate 9.2% among 290,000; in the data active means inhibition mostly above about 28%, no sharp cut-off; inactive means mostly below about 43%; further: 0% is about no effect
TbPYK inhibitor = inhibitors of Trypanosoma brucei pyruvate kinase | Q57TT1 | TbPYK enzyme, Kinase-Glo Plus ATP luminescence, 45 min | Potency, µM (titrated, usually from 76.8 µM), inactives show at the top dose activity, negative = inhibition, usual class: inhibitors | hit rate 0.12% among 410,000 | AID 624173; further: potency means the concentration at half of the fitted maximal effect; on the % scale 0 is the no-effect control and ±100 the full control effect; nearly all actives have a fitted effect of over 50% in size
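Quantitative HTS: titrated library compounds versus trypanosomal pyruvate kinase in TEA buffer (pH 7.2) containing KCl, MgCl2, BSA and Tween-20. Reactions were initiated with ADP, 130 uM final. Kinase-Glo Plus luminescence was read after 45 min at RT.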
Pf growth 96h = inhibits malaria parasite growth, 96 h | hit rate 6.9% among 320,000 | Potency, µM (titrated, usually from 28.7 µM), inactives show at the highest dose activity change, negative = inhibition, usual class: inhibitors | AID 504834 | P. falciparum luciferase reporter growth, 96 h; further: potency means the concentration at half of the fitted maximal effect; on the % scale 0 is the no-effect control and ±100 the full control effect
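Infected RBCs, 2% Hct / 0.05% parasitemia final; luciferase-reporter P. falciparum; cpd 96 h, 37 C, 5% CO2; luciferase detection reagent; luminescence.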
Pf growth 48h = inhibits P. falciparum growth in the first generation, 48 h | Potency, µM (doses to about 28.7 µM), for inactives: at the highest dose activity change, negative = inhibition, most hits filed as inhibitors | P. falciparum luciferase growth in erythrocytes, 48 h | hit rate 5.9% among 310,000; further: potency means the concentration at half of the fitted maximal effect; on the % scale 0 is the no-effect control and ±100 the full control effect
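Firefly luciferase activity from engineered P. falciparum reports growth; inhibitors lower the luminescent signal. Cultures contained 2% hematocrit erythrocytes at 0.1% final parasitemia.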
Cycloheximide cs = counter-screen for Shiga toxin inhibitors: cycloheximide protein synthesis inhibition. max response, %. cell reporter, cycloheximide protein synthesis inhibition counterscreen. hit rate 12% among 300,000; in the data active means max response mostly above about 13%, no sharp cut-off; inactive means mostly below about 14%; further: read at 38.3 µM for the half of the compounds with a filed dose; 0% is about no effect
AMA1 RON2 block = AMA1-RON2 (P. falciparum) interaction inhibition; AlphaScreen AMA1-biotinylated RON2 peptide binding; Potency, µM (titrated, usually from 58.2 µM), for inactives: at the highest dose activity change, negative = inhibition, most hits filed as inhibitors; hit rate 0.2% among 360,000; AID 720542;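 further: potency means the concentration at half of the fitted maximal effect; 0% = vehicle wells and -100% = peptide control; nearly all actives have a fitted effect of over 45% in size; some results filed as inactive show a strong effect at the top dose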
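AMA1 (3D7) with his tag at 25 nM final met compounds first, then biotinylated RON2 peptide at 25 nM; detection used donor plus acceptor beads, 10 µg/mL apiece, read by AlphaScreen after 30 min at room temperature.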
LmPK inhibitor = inhibitors of Leishmania mexicana pyruvate kinase; purified LmPK, Kinase-Glo ATP luminescence, 1 h; Potency, µM (top dose mostly 57.5 µM), without a hit: at the top dose activity change, negative = inhibition, hits mostly inhibitors; hit rate 0.37% among 290,000; Q27686; further: potency means the concentration at half of the fitted maximal effect; on the % scale 0 is the no-effect control and ±100 the full control effect
Target sequence (Q27686 whole entry, looked up): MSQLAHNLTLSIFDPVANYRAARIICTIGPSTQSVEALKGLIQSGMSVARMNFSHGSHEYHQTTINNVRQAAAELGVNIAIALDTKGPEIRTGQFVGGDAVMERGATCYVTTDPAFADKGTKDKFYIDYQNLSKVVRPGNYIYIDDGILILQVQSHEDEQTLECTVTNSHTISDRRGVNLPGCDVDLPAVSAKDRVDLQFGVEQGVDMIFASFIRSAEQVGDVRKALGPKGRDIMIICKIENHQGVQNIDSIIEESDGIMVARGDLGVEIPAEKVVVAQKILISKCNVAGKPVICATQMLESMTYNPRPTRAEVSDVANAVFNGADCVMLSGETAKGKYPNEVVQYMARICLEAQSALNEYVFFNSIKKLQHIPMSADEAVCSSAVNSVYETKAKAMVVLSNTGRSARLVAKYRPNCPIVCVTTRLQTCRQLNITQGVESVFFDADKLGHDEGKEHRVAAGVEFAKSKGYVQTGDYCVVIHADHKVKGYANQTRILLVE
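Screened at intermediate enzyme activity to detect both inhibitors and activators: LmPK at 0.1 nM, with a 0.5 nM enzyme column as activation reference. PEP 0.5 mM, ADP 0.1 mM; ATP detected by luminescence after 1 h.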
* hit, by the source's call; i = inactive; u = inconclusive; x = no result given; & = joins results of further samples; [ ] = another dose, or the depositor's remark. Unless noted, the call rests on the fitted dose curve; in most records, active means well fitted curve in the direction sought with a large enough effect; inconclusive means small, poorly fitted or top-dose-only effect, or another doubt; inactive means no such curve, though single readings can be large; an effect the other way counts as inactive or inconclusive.

SMILES | Shiga inhibitor | TbPYK inhibitor | Pf growth 96h | Pf growth 48h | Cycloheximide cs | AMA1 RON2 block | LmPK inhibitor
COc1ccc(-c2cc3ccccc3n2CC(O)CNCCO)cc1 (centres undefined) | -2 | 10% | 86%[activator] | u | -1 | -2% | -4%
CCCC(=O)N1CCN(S(=O)(=O)c2cc(Cl)ccc2OC)CC1 | -8 | 3% | 50%[activator] | -14% | 0 | -2% | -6%
C=CCn1c(SCC(=O)OCC)nc2cc(C(=O)NCc3ccco3)ccc2c1=O | -2 | 0% | 7.4µM* | x | -6 | 3% | 2%
CCOc1ccc(Oc2c(/C=N/NC(=O)C3CC3)c(C)nn2-c2ccccc2)cc1 | -11 | 2% | u | 3.3µM* | -1 | -13%[11.6 µM] | 3%
FC(F)(F)c1cccc(NC(=S)NCCN2CCOCC2)c1 | -5 | -12% | -9% | 16% | -3 | 0% | -1%
CCC(=O)NC(=S)Nc1ccc2oc(-c3ccc(OC)cc3)nc2c1 | 24 | 0% | -29%[5.75 µM] | 55%[activator] | 15 | 14% | -1%
Cn1c(SCC(=O)Nc2ccc3c(c2)OCCO3)nnc1-c1ccco1 | 7 | 3% | 118%[activator] | 11% | 4 | 2% | 4%
CC1CCCCC1NC(=O)CSc1nncs1 (centres undefined) | 21 | 3% | -3% | 0% | -2 | 22% | -1%
CCOC(=O)c1oc2ccc(Br)cc2c1CSc1nnc(C)s1 | -15 | 3% | 17% | 4% | -4 | -9% | 7%
Cc1cccc(NC(=O)CSc2nc(C)c(Cc3ccccc3)c(=O)[nH]2)c1 | -14 | -10%&0% | u | -3% | 7 | 0% | 10%
CCCc1cc(C(=O)N2CCCC(N3CCN(c4ccc(F)cc4)CC3)C2)no1 (centres undefined) | -3 | 0% | u | u | -4 | -14% | -4%
CC(C)Cn1cc(C(=O)N2CCOCC2)c2c3ccccc3n(C)c2c1=O | -17 | 0% | 119%[activator] | -12% | -2 | 4% | -1%
O=C(CSc1ncnc2c1nnn2Cc1ccccc1F)N1CCN(c2ccccc2)CC1 | -20 | 0% | 65%[activator] | -13% | 4 | -2% | -4%
O=C(CCc1ccccc1)Nc1nnc(-c2ccccn2)o1 | -13 | -5% | 23% | 15% | 2 | 4% | 2%
CCOCCc1nnc(NC(=O)CS(=O)(=O)Cc2ccccc2)s1 | -8 | 0% | -10% | 12% | -2 | -9% | -2%
CCN1CCN(Cc2ccc(NC(=O)c3ccc(C)c(NC(=O)c4cccc5[nH]ccc45)c3)cc2C(F)(F)F)CC1 | 94* | 5%&2% | 10µM* | 12µM* | 53* | -20%&14% | 7%
COc1ccc(Cc2nnc(SCC(=O)NCc3ccco3)o2)cc1 | -10 | 1% | x | -7% | -2 | -1% | 5%
O=C(CN1CCN(c2ccc([N+](=O)[O-])cc2)CC1)Nc1ccccn1 | -4 | -6% | -21% | -19% | -2 | -5% | 3%
CCOC(=O)NC(=O)/C(C#N)=C\c1ccccc1 | -3 | -8% | u | -1% | -2 | 8% | -6%
O=C(O)CSc1nnc(-c2ccc3c(c2)OCO3)n1-c1ccccc1 | 37 | -5% | 14% | 12% | 13 | -5% | -3%
CC(=O)c1ccc(-n2nnnc2SCC(=O)N2CCN(C(=O)c3ccco3)CC2)cc1 | -12 | 2% | 48%[activator] | -24% | -8 | -9% | 1%
O=Cc1ccccc1OCCOc1ccccc1C=O | 52* | -17% | 22% | -5% | 34* | 4% | 5%
CCOC(=O)/C=C1\CC(C(=O)OCC)Oc2c(OC)cccc21 (centres undefined) | i | -30% | x | x | 11 | 3% | x
CCN(CC)c1nc(-c2cccc(OC)c2O)nc2ccccc12 | -15 | -24% | 15% | x | -4 | u | 13%
CCc1noc(C)c1C(=O)Nc1ccc(F)c(F)c1F | x | 2% | 21% | 21% | x | 0% | x

2 of the compounds above, as comma-separated lines:
Molecule,Shiga inhibitor,TbPYK inhibitor,Pf growth 96h,Pf growth 48h,Cycloheximide cs,AMA1 RON2 block,LmPK inhibitor
COc1ccc(-c2cc3ccccc3n2CC(O)CNCCO)cc1 (centres undefined),-2,10%,86%[activator],u,-1,-2%,-4%
CC1CCCCC1NC(=O)CSc1nncs1 (centres undefined),21,3%,-3%,0%,-2,22%,-1%

The main list resumes, starting 3 compounds before the break.
SMILES | Shiga inhibitor | TbPYK inhibitor | Pf growth 96h | Pf growth 48h | Cycloheximide cs | AMA1 RON2 block | LmPK inhibitor
CCOC(=O)/C=C1\CC(C(=O)OCC)Oc2c(OC)cccc21 (centres undefined) | i | -30% | x | x | 11 | 3% | x
CCN(CC)c1nc(-c2cccc(OC)c2O)nc2ccccc12 | -15 | -24% | 15% | x | -4 | u | 13%
CCc1noc(C)c1C(=O)Nc1ccc(F)c(F)c1F | x | 2% | 21% | 21% | x | 0% | x
CC1C(=O)Nc2ccc(S(=O)(=O)N3CCCCCC3)cc21 (centres undefined) | x | -6% | -20% | u | x | -2% | x
CCOC(=O)N1CCC(NC(=O)c2ccc3nc(N4CCOCC4)sc3c2)CC1 | -3 | -1% | 66%[activator] | 0% | -2 | -5% | -3%
CCS(=O)(=O)c1nc(S(=O)(=O)c2ccc(C)cc2)c(N2CCC(C)CC2)s1 | 2 | 3% | -27% | u | -1 | 7% | -2%
O=C(CCN1C(=O)c2cccc3cccc(c23)C1=O)N1CCOCC1 | 94* | 0% | u | 204%[activator] | 26* | 7% | -9%
COC(=O)c1nnn(CC(=O)NC(=O)Nc2ccccc2)c1C(=O)OC | -13 | -4% | 6% | -28% | -5 | 11% | -1%
Cc1ccc(C(=O)C(C)OC(=O)CCN2C(=O)C3C4C=CC(C5CC45)C3C2=O)cc1 (centres undefined) | -6 | -2% | 18% | 13% | -3 | -6% | -4%
COc1ccccc1Nc1nnc(SCC(=O)Nc2cc(C)on2)s1 | 13 | -8% | x | 10% | -1 | -2% | -5%
NS(=O)(=O)c1ccc(N=Nc2c(O)c(C(=O)O)cc3ccccc23)cc1 | 7 | -13% | 10µM* | u | 4 | 8% | -8%
N#Cc1cnc(Sc2ccccc2)nc1 | -11 | -8% | 0.033µM* | u | -2 | -2% | 2%
C=CCn1c(C)cc(C(=O)CSc2nc3ccccc3[nH]2)c1C | 69* | -10% | 24% | -79% | 34* | -13% | -11%
Cc1ccccc1NC(=O)CN1CCN(C)CC1 | -6 | 0% | 8% | -14% | -7 | -24% | -2%
O=C(c1cc2cc(Br)ccc2oc1=O)N1CCN(c2ccccn2)CC1 | 8 | 2% | x | 9% | -1 | -7% | 0%
O=C(COC(=O)c1ccc([N+](=O)[O-])s1)Nc1ccc(Cl)cn1 | -2 | -6% | -16% | -5% | -4 | 15% | 5%
Cc1nccn1-c1ccc(C=O)cc1 | -14 | -2% | 21% | 24% | -2 | -1% | 2%
COC(=O)[C@@H]1C[C@@]2(O)[C@@H](O)[C@@H](O)[C@@H](O)C[C@H]2N1Cc1ccc(-c2ccccc2)cc1 | 13 | 0% | 74%[activator] | 43%[activator] | -4 | -2% | -4%
CCC(C(=O)Nc1cccnc1Cl)c1ccccc1 (centres undefined) | x | -6% | u | 28% | -3 | 1% | 6%
CCN(CC)c1ccc(NC(=O)CCNC(=O)c2ccco2)cc1 | -42 | 3% | 13% | 8% | 1 | -6% | -8%
O=[N+]([O-])c1ccc2c(c1)ncn2-c1ccccc1 | 19 | -7% | u | 29% | 14 | 2% | -3%
C=CCN1C(=O)CSc2ccc(C(=O)NC3CCCCC3)cc21 | 6 | 0% | -27% | u | 8 | -12% | 2%
Nc1nnc(CCc2ccccc2)s1 | 18 | -15% | x | 40%[activator] | 11 | 0% | -1%
C=CCOC(=O)c1ccccc1N | x | 2% | 21% | 22% | x | 17% | x
Cc1nc(-c2ccc(S(=O)(=O)Nc3cccc(S(N)(=O)=O)c3)s2)cs1 | -4 | -1% | 0% | 9% | -3 | 1% | 2%
O=C(NC1CC1)C1CCN(C(=O)c2ccccc2Cl)CC1 | -8 | -1% | 20% | 4% | -2 | -13% | -1%
Cc1ccccc1OCCC(=O)OCC(=O)Nc1ccc2[nH]c(=O)[nH]c2c1 | x | 2% | 24% | 2% | x | 4% | x
COc1cccc(OC)c1C(=O)N1CCN(c2c(Cc3ccccc3)c(C)nc3ncnn23)CC1 | -18 | 1% | -18% | u | -3 | -11% | -2%
The list continues:
SMILES | Shiga inhibitor | TbPYK inhibitor | Pf growth 96h | Pf growth 48h | Cycloheximide cs | AMA1 RON2 block | LmPK inhibitor
COc1ccc(CC(=O)N2CCCC2)c(OC)c1 | -2 | -1% | 29% | 37%[activator] | -3 | -12% | 11%
CS(=O)(=O)N(CC(=O)NCc1ccccc1Cl)c1cccc([N+](=O)[O-])c1 | -11 | 0% | 9% | 32% | 2 | -2% | 1%
CC(=NCCc1ccccc1)C1=C(O)CSC1=O | 14 | -11% | -13% | 2% | 28* | -14% | -5%
Cc1cnc(C(=O)OCC(=O)N2c3ccccc3NC(=O)C2(C)C)cn1 | 5 | 8% | u | 14% | -3 | 16% | 2%
c1ccc2c(c1)nc(NCc1ccc3c(c1)OCO3)n2CCN1CCOCC1 | -2 | 3% | 21% | -22% | -4 | 3% | 1%
CC1CCCC(NC(=O)COC(=O)CCc2ccccc2)C1C (centres undefined) | -17 | 0% | 26% | 3% | 11 | 1% | -9%
Cc1ccc(-c2cc(C(=O)N/N=C/c3c(C)nn(C)c3C)c3ccccc3n2)c(C)c1 | -12 | 1% | 4% | x | -6 | 4% | 15%
CSCC[C@H](NC(=O)Cc1c(C)c2c(cc(C)c3c(C)coc32)oc1=O)C(=O)O | 3 | -7% | -6% | -17%[0.00184 µM] | -2 | -5% | -1%
Cc1ccc(S(=O)(=O)N2CCN(c3nn(C)c(=O)n(C)c3=O)CC2)cc1C | x | 5% | u | u | x | 0% | x
CCc1cc(C(=O)NNC(=S)Nc2ccccc2C)cs1 | 96* | -27% | 40%[activator] | 125%[activator] | 38* | 100%[activator] | -26%
COc1cc(SC)ccc1C(=O)Nc1nc(C)cs1 | -19 | -19% | 20% | 0% | -6 | -8% | 10µM*
COC(=O)Nc1ccc(Cc2ccncc2)cc1 | 16 | -1% | 1% | 3% | -1 | 2% | -5%
O=C(O)c1ccc(OCC2CCCO2)cc1 (centres undefined) | -2 | -2% | -21% | 10% | -2 | 3% | -3%
Cc1cc(C)n(-c2nc(Nc3ccccc3C)nc(-n3nc(C)cc3C)n2)n1 | -11 | x | 1µM* | 2.3µM* | 0 | x | 3%
O=C1CC(N(Cc2ccc3c(c2)OCO3)C(=O)Nc2ccc(F)cc2)C(=O)N1c1ccccc1 (centres undefined) | -6 | 2% | x | -24% | 2 | -17% | 3%
COC(=O)c1cccc(NC(=O)c2cnoc2C)c1 | 52* | 0% | 3% | 35%[activator] | 28* | -1% | -1%
Cc1cc(C)nc(SCC(=O)Oc2ccc3oc(=O)cc(C)c3c2)n1 | 43 | -9% | 38%[activator] | 34%[activator] | 2 | 1% | -1%
O=C(CSc1nnc(-c2cccnc2)n1-c1ccc(F)cc1)NCc1ccc2c(c1)OCO2 | 6 | u | -12% | u | 1 | 0% | 0%
CCC(C)[C@H](NC(=O)NC1CCCc2ccccc21)C(=O)OC (some centres undefined) | 14 | 0% | -1% | -9% | -1 | -21% | 3%
C/C(=N\NC(=O)c1cc(C2CC2)nc2ccccc12)c1ccc(O)cc1O | -10 | 2% | -2% | u | -8 | 53%[activator] | -3%

Bioassay records as filed in PubChem.
